Salmonella PhoP GFP: PhoP regulon inhibitors, Salmonella typhi PhoP promoter GFP reporter, confirmatory (AID 1850) | Salmonella Typhi PhoP-promoter GFP reporter, fluorescence, 4 h; higher % means a stronger effect | one-dose inhibition, % at 50 µM; IC50 in µM for titrated hits | 310,000 tested, 0.33% active; in the data active means a potency from the dose series; inconclusive means inhibition mostly from about 25% at the one dose, without a potency; inactive means the rest, 99 in 100 with inhibition below about 19%;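 further: 0% = induced wells with vehicle and 100% = uninduced wells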
M. tuberculosis: growth inhibition of non-replicating M. tuberculosis (AID 488890). 320,000 tested, 0.39% active. Mycobacterium tuberculosis non-replicating, growth inhibition; higher % means a stronger effect. inhibition, % at 25 µM; hits with a dose series show IC50 in µM; in the data active means a potency from the dose series; inconclusive means inhibition mostly from about 82% at the one dose, without a potency; inactive means the rest, 99 in 100 with inhibition below about 76%;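 further: plate controls were DMSO cells for no effect and high antibiotic wells for full effect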
H1N1 NS1A inhibition: H1N1 influenza NS1A inhibitors, functional cell based assay (AID 504329). one-dose inhibition, % at 12.5 µM; IC50 in µM for titrated hits. NS1A functional cell-based assay, percent inhibition; higher % means a stronger effect. 340,000 tested, 0.3% active; in the data active means a potency from the dose series; inconclusive means inhibition above about 27% without an active follow-up result; further: strong numbers were not always called active
inhibitors of VEEV: inhibitors of VEEV TC-83 cytopathic effect, confirmation, Vero cells (AID 588727); Vero cells, VEEV TC-83 cytopathic effect inhibition; higher % means a stronger effect; one-dose inhibition, % at 20 µM; IC50 in µM for titrated hits; 350,000 tested, 0.13% active; in the data active means a potency from the dose series; inconclusive means inhibition mostly from about 14% at the one dose, without a potency; inactive means the rest, 99 in 100 with inhibition below about 12%; further: strong numbers were not always called active
M. tuberculosis HTS: M. tuberculosis growth inhibition, HTS (AID 449762); M. tuberculosis H37Rv growth inhibition, 7H9 media; higher % means a stronger effect; inhibition, % at 25 µM, or IC50 in µM where a hit was titrated; 330,000 tested, 0.59% active; in the data active means a potency from the dose series; inconclusive means inhibition above about 70% without an active follow-up result;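 further: bacterial growth assessed after seven days of incubation; strong numbers were not always called active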
Numbers without * were called inactive. Outcome played no part in choosing rows, and some 1.4% of all compounds hit somewhere here.

`CCOCCCNC(=O)c1cc(Cl)c(NC(=O)C2=C(C)OCCS2)cc1OC` gave Salmonella PhoP GFP 0%, M. tuberculosis 27%, H1N1 NS1A inhibition -13%, inhibitors of VEEV 4.2% and M. tuberculosis HTS inconclusive.
For Cc1cc(NC(=O)CCC(=O)N(Cc2cccs2)C(C(=O)NC2CCCC2)c2ccccc2)no1 (configuration not stated) the results were Salmonella PhoP GFP -5%, M. tuberculosis 22%, H1N1 NS1A inhibition 1%, inhibitors of VEEV 8.7% and M. tuberculosis HTS -3%.
Cc1cc(C)nc(N2CCCC(C(=O)NCc3ccc4c(c3)OCO4)C2)n1 (configuration not stated) was read as Salmonella PhoP GFP -17%, M. tuberculosis 9%, H1N1 NS1A inhibition -4%, inhibitors of VEEV 1.0% and M. tuberculosis HTS 9%.
For O=C1CCCN1CCCNS(=O)(=O)c1cccc(F)c1 the results were Salmonella PhoP GFP -1%, M. tuberculosis -3%, H1N1 NS1A inhibition -1%, inhibitors of VEEV 0.8% and M. tuberculosis HTS 2%.
N/C(=N\OC(=O)COc1ccccc1)c1cccnc1 was read as Salmonella PhoP GFP 13%, M. tuberculosis -2%, H1N1 NS1A inhibition 0%, inhibitors of VEEV 3.2% and M. tuberculosis HTS 2%.
Cc1[nH]nc(N)c1-c1ccc(Cl)cc1 was read as Salmonella PhoP GFP 6%, M. tuberculosis 8%, H1N1 NS1A inhibition -3%, inhibitors of VEEV 2.9% and M. tuberculosis HTS 49%.
COc1ccc(OC(C)C(=O)Nc2ccc(F)cc2F)cc1 (configuration not stated) was read as Salmonella PhoP GFP 0%, M. tuberculosis 32%, H1N1 NS1A inhibition 3%, inhibitors of VEEV 0.9% and M. tuberculosis HTS 1%.
Screening CC(=O)Nc1ccc(Nc2ncc([N+](=O)[O-])c(Nc3ccc(NC(C)=O)cc3)n2)cc1 returned Salmonella PhoP GFP -11%, M. tuberculosis 10%, H1N1 NS1A inhibition 7%, inhibitors of VEEV 8.4% and M. tuberculosis HTS 48%.
`Cc1cc(C)n(CC(=O)NNC(=O)CC(C)c2ccccc2)n1` (configuration not stated) gave M. tuberculosis 1%, H1N1 NS1A inhibition 13%, inhibitors of VEEV 0.2% and M. tuberculosis HTS -8%.
CCCc1nc(SCC(=O)N2CCCC2)c2c(=O)n(C)c(=O)n(C)c2n1 was read as Salmonella PhoP GFP 8%, M. tuberculosis -6%, H1N1 NS1A inhibition -8%, inhibitors of VEEV 4.1% and M. tuberculosis HTS -2%.
O=S(=O)(N1CCOCC1)n1c(Cc2ccccc2)nc2ccccc21 was read as Salmonella PhoP GFP 0%, M. tuberculosis 8%, H1N1 NS1A inhibition -8%, inhibitors of VEEV inactive and M. tuberculosis HTS 5%.
Screening COc1ccc(Cl)cc1NC(=S)NCc1ccc(S(N)(=O)=O)cc1 returned Salmonella PhoP GFP -5%, M. tuberculosis inconclusive, H1N1 NS1A inhibition -4%, inhibitors of VEEV 3.0% and M. tuberculosis HTS -2%.
Screening O=C(Nc1ncc(Cc2ccc(Cl)cc2Cl)s1)c1ccc([N+](=O)[O-])cc1 returned Salmonella PhoP GFP -7%, M. tuberculosis -11%, H1N1 NS1A inhibition -4%, inhibitors of VEEV 3.7% and M. tuberculosis HTS -10%.
Screening COc1ccc(NC(=O)/C(=C\c2ccccc2)NC(=O)c2ccco2)cc1 returned Salmonella PhoP GFP 7%, M. tuberculosis -9%, H1N1 NS1A inhibition 4%, inhibitors of VEEV 1.2% and M. tuberculosis HTS -2%.
`CCN(CC)CCn1c2c(c(SCC(=O)Nc3ccc(C)c(F)c3)nc1=O)CCCC2` gave Salmonella PhoP GFP 2%, M. tuberculosis 1%, H1N1 NS1A inhibition -4%, inhibitors of VEEV 6.8% and M. tuberculosis HTS -5%.
Screening Cc1cccc(NC(=S)NCCSc2ccc(Cl)cc2)c1 returned Salmonella PhoP GFP 12%, M. tuberculosis inconclusive, H1N1 NS1A inhibition 5%, inhibitors of VEEV 2.0% and M. tuberculosis HTS 51%.
For O=[N+]([O-])c1ccc(NS(=O)(=O)c2ccccc2)c(Cl)c1 the results were H1N1 NS1A inhibition -5% and inhibitors of VEEV inconclusive.
Cc1ccc(C(=O)NCC(=O)OCC(=O)c2ccc(Br)s2)cc1 was read as Salmonella PhoP GFP 2%, M. tuberculosis 12%, H1N1 NS1A inhibition -3%, inhibitors of VEEV 6.1% and M. tuberculosis HTS 5%.
For CCCC(=O)Nc1c2c(nn1-c1ccc(C)cc1)CS(=O)(=O)C2 the results were Salmonella PhoP GFP 1%, M. tuberculosis -18%, H1N1 NS1A inhibition 3%, inhibitors of VEEV 1.4% and M. tuberculosis HTS -1%.
Cn1c(=N)c(S(=O)(=O)c2ccccc2)cc2c(=O)n3ccccc3nc21 was read as Salmonella PhoP GFP 3%, M. tuberculosis -9%, H1N1 NS1A inhibition 1%, inhibitors of VEEV inactive and M. tuberculosis HTS -3%.

Compounds listed so far containing an aryl methoxy group:
`CCOCCCNC(=O)c1cc(Cl)c(NC(=O)C2=C(C)OCCS2)cc1OC` gave Salmonella PhoP GFP 0%, M. tuberculosis 27%, H1N1 NS1A inhibition -13%, inhibitors of VEEV 4.2% and M. tuberculosis HTS inconclusive.
COc1ccc(OC(C)C(=O)Nc2ccc(F)cc2F)cc1 (configuration not stated) was read as Salmonella PhoP GFP 0%, M. tuberculosis 32%, H1N1 NS1A inhibition 3%, inhibitors of VEEV 0.9% and M. tuberculosis HTS 1%.
Screening COc1ccc(Cl)cc1NC(=S)NCc1ccc(S(N)(=O)=O)cc1 returned Salmonella PhoP GFP -5%, M. tuberculosis inconclusive, H1N1 NS1A inhibition -4%, inhibitors of VEEV 3.0% and M. tuberculosis HTS -2%.
Screening COc1ccc(NC(=O)/C(=C\c2ccccc2)NC(=O)c2ccco2)cc1 returned Salmonella PhoP GFP 7%, M. tuberculosis -9%, H1N1 NS1A inhibition 4%, inhibitors of VEEV 1.2% and M. tuberculosis HTS -2%.

The results go on:
Screening Cn1c2c(c(=O)[nH]c1=O)C(c1ccc(O)cc1)C1=C(N2)c2ccccc2C1=O (configuration not stated) returned Salmonella PhoP GFP 6%, M. tuberculosis 4%, inhibitors of VEEV 0.8% and M. tuberculosis HTS 39%.
`O=[N+]([O-])c1cccc(CP(=O)(c2ccccc2)c2ccccc2)c1` gave M. tuberculosis 18%, H1N1 NS1A inhibition -13%, inhibitors of VEEV 4.1% and M. tuberculosis HTS 1%.
For NCCCC[C@H]1CN=C(N)N1CC1CCCCC1 the results were Salmonella PhoP GFP 3%, M. tuberculosis -7%, H1N1 NS1A inhibition 5%, inhibitors of VEEV inactive and M. tuberculosis HTS -4%.
Cc1c(C(=O)Nc2ccc3nc(N4CCOCC4)sc3c2)oc2ccccc12 was read as M. tuberculosis 38%, H1N1 NS1A inhibition -4%, inhibitors of VEEV 7.2% and M. tuberculosis HTS inconclusive.
Screening COC(=O)c1onc(C(=O)c2ccccc2)c1C(=O)OC returned Salmonella PhoP GFP 13%, M. tuberculosis -9%, H1N1 NS1A inhibition -6%, inhibitors of VEEV 0.2% and M. tuberculosis HTS 5%.
Screening COc1ccc(/C(C#N)=C/c2cccnc2)cc1 returned H1N1 NS1A inhibition -15% and inhibitors of VEEV 0.8%.
For COc1ccc(NC(=O)N(Cc2cccs2)Cc2cc3cc4c(cc3[nH]c2=O)OCO4)cc1 the results were Salmonella PhoP GFP -6%, M. tuberculosis -10% and M. tuberculosis HTS -7%.
For CC(=O)c1ccc(OCC(=O)N2CCN(S(=O)(=O)c3ccc(C)cc3C)CC2)cc1 the results were Salmonella PhoP GFP -5%, M. tuberculosis 6%, H1N1 NS1A inhibition -8%, inhibitors of VEEV 3.3% and M. tuberculosis HTS -7%.
For CC(=O)N1CCN(C(=O)CCc2nnc(CCCCc3ccccc3)o2)CC1 the results were Salmonella PhoP GFP -16%, M. tuberculosis 2%, H1N1 NS1A inhibition -12%, inhibitors of VEEV inactive and M. tuberculosis HTS 13%.
Screening S=C(NCc1cccc(Cl)c1)NCc1ccco1 returned Salmonella PhoP GFP -6%, M. tuberculosis 62%, H1N1 NS1A inhibition 22%, inhibitors of VEEV 4.1% and M. tuberculosis HTS -1%.
For O=C1CCCN2N=C(SCC(=O)Nc3nccs3)SC2=N1 the results were Salmonella PhoP GFP -6%, M. tuberculosis 6%, H1N1 NS1A inhibition -5%, inhibitors of VEEV 0.6% and M. tuberculosis HTS -5%.
CC(=O)c1sc2nsc(SCCN3CCOCC3)c2c1N was read as Salmonella PhoP GFP 1%, M. tuberculosis 27%, inhibitors of VEEV 0.3% and M. tuberculosis HTS -1%.
For Cc1ccc2c(c1)N(CC(=O)NC1CCCC1)C(=O)c1cccnc1O2 the results were Salmonella PhoP GFP -12%, M. tuberculosis 9%, H1N1 NS1A inhibition -2%, inhibitors of VEEV 0.5% and M. tuberculosis HTS -4%.
`CC(C)n1ncc(C(N)=O)c1N` gave Salmonella PhoP GFP 4%, M. tuberculosis -11%, H1N1 NS1A inhibition 3%, inhibitors of VEEV 1.9% and M. tuberculosis HTS 2%.
Screening CCN(CCN(C)C)C(=O)c1ccc2c(c1NCCO)C(=O)c1ccccc1C2=O returned Salmonella PhoP GFP 4%, M. tuberculosis 11%, H1N1 NS1A inhibition 13%, inhibitors of VEEV 0.7% and M. tuberculosis HTS 9%.
O=[N+]([O-])c1cc(F)cc(F)c1Nc1cc(F)cc(F)c1 was read as H1N1 NS1A inhibition 9% and inhibitors of VEEV 3.3%.
CCCC(NC(=O)COc1cc2c(c3oc(=O)cc(C)c13)CCC(C)(C)O2)C(=O)O (configuration not stated) was read as Salmonella PhoP GFP 2%, M. tuberculosis -7%, H1N1 NS1A inhibition -1%, inhibitors of VEEV 0.4% and M. tuberculosis HTS -3%.
`Cn1ccc(=Nc2ccc(NC(=O)c3ccc(N=c4ccn(C)c5ccc([N+](=O)[O-])cc45)cc3)cc2)cc1` gave Salmonella PhoP GFP -1%, M. tuberculosis inconclusive, H1N1 NS1A inhibition -29%, inhibitors of VEEV inactive and M. tuberculosis HTS <0.2µM*.
`CC(Sc1ncnc2ccccc12)C(=O)Nc1ccc2c(c1)OCO2` (configuration not stated) gave Salmonella PhoP GFP 16%, M. tuberculosis 35%, H1N1 NS1A inhibition 8%, inhibitors of VEEV 0.3% and M. tuberculosis HTS 7%.
Screening CCc1nnc(NC(=O)CSc2nnc(-c3ccco3)n2C)s1 returned Salmonella PhoP GFP -10%, M. tuberculosis -8%, H1N1 NS1A inhibition 1%, inhibitors of VEEV 0.2% and M. tuberculosis HTS -9%.
O=[N+]([O-])c1ccc(N2CCCCC2)cn1 was read as Salmonella PhoP GFP -6%, M. tuberculosis -16%, H1N1 NS1A inhibition -4%, inhibitors of VEEV 0.9% and M. tuberculosis HTS 6%.
CC1CCN(c2nc(-c3ccco3)c3c(c2C#N)CC(C)(C)OC3)CC1 was read as Salmonella PhoP GFP -3%, H1N1 NS1A inhibition 4%, inhibitors of VEEV 3.0% and M. tuberculosis HTS -3%.
Screening COc1cc(C(=O)Nc2cc(OC)c(OC)c(OC)c2)ccc1OCc1c(C)noc1C returned M. tuberculosis -1%, H1N1 NS1A inhibition -19%, inhibitors of VEEV 11% and M. tuberculosis HTS 3%.
Screening Cc1cnn(CCC(=O)NNC(=S)Nc2ccc(F)cc2)c1 returned Salmonella PhoP GFP -14%, H1N1 NS1A inhibition 8%, inhibitors of VEEV 0.4% and M. tuberculosis HTS -16%.
N#Cc1cccc(NC(=O)CCn2ccnc2)c1 was read as Salmonella PhoP GFP 3%, M. tuberculosis -8%, H1N1 NS1A inhibition 1%, inhibitors of VEEV 0.5% and M. tuberculosis HTS -1%.
Screening Cn1cccc1C1(C(F)(F)F)NCCNC1=O (configuration not stated) returned Salmonella PhoP GFP -17%, M. tuberculosis -1%, H1N1 NS1A inhibition -6%, inhibitors of VEEV 3.0% and M. tuberculosis HTS 16%.
`Cc1ccc(NC(=O)/C(=C/c2cccc(Br)c2)NC(=O)c2ccco2)cc1` gave Salmonella PhoP GFP -1%, M. tuberculosis 0%, H1N1 NS1A inhibition -5%, inhibitors of VEEV inactive and M. tuberculosis HTS 7%.
For CCOC(=O)N1CCN(C(=O)CCc2ccc(S(=O)(=O)NC(C)C)cc2)CC1 the results were Salmonella PhoP GFP -3%, M. tuberculosis -3%, H1N1 NS1A inhibition -5%, inhibitors of VEEV 0.4% and M. tuberculosis HTS -14%.
For COc1cccc(CNC(=O)CCCn2nc(C)c3c(C)n(-c4ccc(C)cc4)nc3c2=O)c1OC the results were Salmonella PhoP GFP -4%, M. tuberculosis -6%, H1N1 NS1A inhibition -6%, inhibitors of VEEV inactive and M. tuberculosis HTS -7%.
COc1ccccc1C1/C(=C(/O)c2cnn(-c3ccccc3)c2C)C(=O)C(=O)N1CCN(C)C (configuration not stated) was read as H1N1 NS1A inhibition 6% and inhibitors of VEEV 5.2%.

Assay outcomes deposited in PubChem BioAssay by Southern Research Specialized Biocontainment Screening Center.
